# Compound activity (PubChem BioAssay)
# LDHA block: blocks human lactate dehydrogenase A; purified LDHA, NADH/diaphorase-resazurin fluorescence; stronger effect = lower value; hit rate 0.15% among 480,000; activity change, % (values are at about 110 or 230 µM); P00338; in the data active = activity change below about -30%;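 note: plate controls were DMSO wells for no effect and wells without enzyme for full effect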
#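 LDH5 2 nM; NADH 0.06 mM, pyruvate 0.2 mM; 200 mM Tris pH 7.4, EDTA, Tween-20; 5 min RT. Detection: diaphorase 0.133 mg/mL + resazurin 37 µM, fluorescence ex540/em590 at 0 and 20 min; normalized to enzyme-free and DMSO wells.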
# The depositor's hits bear a star. The list is partial (hit frequency here may not be typical).
molecule,LDHA block
Cc1ccc(S(=O)(=O)N2CCN(C(=O)COc3cccc(-n4cnnn4)c3)CC2)c(C)c1,3.4
Cc1ccc(OCC(O)Cn2nc(-c3cccs3)oc2=O)c(C)c1 (configuration not stated),-7.2
CC(c1ccc(S(N)(=O)=O)cc1)N(C)C(=O)CCc1ncc(-c2ccccc2Cl)o1 (configuration not stated),-9.0
COCC(C)NS(=O)(=O)c1ccc(C)c(C)c1 (configuration not stated),-3.5
O=C(CCc1ccco1)Nc1ccc(N2CCOCC2)cn1,7.1
Cc1ccc(Oc2ccccc2NC(=O)Cc2nn(C)c(=O)c3ccccc23)cc1,-8.1
CCn1c(SC(C)C(=O)Nc2ccc3c(c2)OCO3)nc2ccc(Br)cc2c1=O (configuration not stated),7.4
O=C(CNC(=O)c1ccc(Oc2ccccc2)cc1)NNC(=O)CSc1cccc2cccnc12,-0.7
COc1cc(OC)cc(-c2noc(-c3ccc(CSCc4ccccc4F)o3)n2)c1,2.6
CCCc1nnc2sc(-c3ccc(CNC(=O)c4cccc(F)c4)cc3)nn12,-3.9
Cc1ccc(S(=O)(=O)N(C)C)cc1NC(=O)c1nn(Cc2ccccc2)c(=O)c2ccccc12,1.5
CN(CCOc1ccccc1)C(=O)c1cc2ccccc2oc1=O,-5.8
Cc1ccc(CNc2oc(CC(C)C)nc2C#N)cc1,-0.6
c1ccc(-c2nc(C34CC5CC(CC(C5)C3)C4)cs2)nc1,3.4
N#C/C(=C/c1ccc(Oc2ccccc2)cc1)c1nc2ccccc2[nH]1,4.2
CC(C)NC(=O)CN1CCCN(c2ncccc2C(F)(F)F)CC1,10.6
COc1ccc(/C=C(/C(=O)c2ccccc2)c2nc3ccccc3s2)cc1O,6.0
COc1ccc2c(=O)c(Oc3ccccc3)c(C)oc2c1,5.7
O=C(NCCc1ccco1)c1nnc(C(=O)Nc2cccc(Cl)c2)s1,-0.5
O=C(NCCOc1ccc2ccccc2c1)c1cnc2ccccc2n1,0.9
CCc1cc(CC)n(-c2nc3c(c(=O)n(CC)c(=O)n3C)n2CC)n1,2.4
COc1cccc(OC)c1C(=O)Oc1cc(C)c2c(c1)O/C(=C\c1ccncc1)C2=O,5.6
Cc1ccc2[nH]cc(CCNC(=O)/C=C/c3cccc(F)c3)c2c1,-3.2
O=C(Cn1c(-c2ccccc2)cc2ccccc21)N1CCN(CCN2CCCC2)CC1,-9.4
Cc1ccc(-c2csc(Nc3cc(C)ccc3C)n2)cc1,2.9
CN1CCN(C(=O)Cn2c(=O)c3c(ncn3Cc3ccccc3)n(Cc3ccccc3)c2=O)CC1,0.4
Clc1ccc(/C=N/N=C(c2ccccc2)c2ccccc2)cc1,5.1
CCC(C)(C)C(=O)NCc1cccs1,-1.1
COc1ccc2cc(CN(C)C(=O)c3ccc4c(c3)OCO4)ccc2c1,0.8
Cc1cccc(/C=C(/C(=O)N2CCCCCC2)c2cccs2)c1,6.4

# 3 entries already listed, ordered by length of the SMILES, low to high:
molecule,LDHA block
COCC(C)NS(=O)(=O)c1ccc(C)c(C)c1 (configuration not stated),-3.5
CN(CCOc1ccccc1)C(=O)c1cc2ccccc2oc1=O,-5.8
CCc1cc(CC)n(-c2nc3c(c(=O)n(CC)c(=O)n3C)n2CC)n1,2.4

# More structures follow:
molecule,LDHA block
CSc1ccccc1NC(=O)c1ccc(C)c(C)c1,9.5
Cc1c(C(=O)Nc2ccccc2NS(=O)(=O)c2cccs2)cccc1[N+](=O)[O-],17.2
O=C(NC1CCCCC1)C1(c2ccccc2)CCOCC1,0.9
Cc1occc1-c1nnc(SC(C(=O)Nc2cccc(C(F)(F)F)c2)c2ccccc2)o1 (configuration not stated),0.8
CC(C)Oc1ccc(C(O)(CC[N+](C)(C)C)C2CCCCC2)cc1 (configuration not stated),0.5
Cc1ccc(C2=C(O)C(=O)N(c3ccc(F)cc3)C2c2ccc(C(=O)O)cc2)cc1 (configuration not stated),-9.5
CN1CCC(CNC(=O)C2CCN(C(=O)c3ccc(C(F)(F)F)cc3)CC2)CC1,4.0
COc1cc(SC)ccc1C(=O)OCC(=O)NCc1cccs1,3.8
CN(C)S(=O)(=O)c1ccc(Cl)c(NC(=O)COC(=O)c2nn(C)c(=O)c3ccccc23)c1,5.0
O=[N+]([O-])c1cccc(S(=O)(=O)N2CCN(S(=O)(=O)c3ccc4c(c3)OCCO4)CC2)c1,-9.9
COCCNC(=O)NC(=O)CSc1nc(-c2ccccc2)c(-c2ccccc2)o1,8.6
CCc1cc(=O)n(CC(=O)Nc2ccc(C(=O)OC)cc2)c(-c2ccccc2)n1,8.1
Cc1ccc(-c2nnc(C(C)Sc3nnc4ccccn34)o2)cc1 (configuration not stated),-1.2
CCCCCCCCOc1ccc(C(=O)c2ccccc2O)c(O)c1,10.3
CS(=O)(=O)N1CCC(C(=O)Nc2ccccc2SC2CCCC2)CC1,-0.3
Cc1cccc(CNC(=O)CN2C(=O)CN(C(=O)NCc3ccccc3)c3ccccc32)c1,2.5
CC(=O)c1cn(CCOc2ccccc2F)c2ccccc12,5.2
Cc1noc(C(C)C)c1C(=O)OC(C)C(=O)c1c[nH]c2ccccc12 (configuration not stated),-0.4
CCOc1cc(Br)c(/C=C2/NC(=O)NC2=O)cc1OC,5.7
Cc1c(Cl)cccc1NC(=O)C1CCCc2ccccc21 (configuration not stated),1.1
CC(Oc1ccc2ccc(=O)oc2c1)C(=O)NC(N)=O (configuration not stated),-1.4
S=C(NCCc1ccccc1)NC1CCCC1,-0.2
COc1cc(-c2c(NC(=O)c3ccc(F)cc3)oc3ccccc3c2=O)cc(OC)c1OC,-2.6
COc1ccc(C)cc1CN(C)C(=O)c1cc(=O)[nH]c2ccccc12,7.1
O=C(Nc1ccccc1)C(c1ccccc1)N1CCN(C(=O)C2CC2)CC1 (configuration not stated),-2.3
CCCCc1ccc(NC(=O)COc2ncnc3ccccc23)cc1,3.3
N#CCCN(C(=O)COC(=O)c1nn(-c2ccccc2)c(=O)c2ccccc12)c1ccccc1,6.6
CCCC(C)NC(=O)COc1cc2oc(=O)cc(-c3ccccc3)c2cc1Cl (configuration not stated),-5.8
CCN(CC)C(=O)C1=C(C)N(Cc2ccccc2)C(=O)NC1c1ccc(F)cc1F (configuration not stated),1.3
O=C(Nc1ccccc1Cl)c1ccc(-c2ccccc2)cc1,-3.4
Cc1cc2oc(=O)cc(CN3C(=O)c4ccccc4S3(=O)=O)c2cc1C(C)C,-7.3
O=C(Cc1ccc(-c2ccccc2)cc1)NCCc1c[nH]c2ccccc12,0.1
Cc1cc(C)c2c(=O)cc(C(=O)N3CCN(c4cccc(Cl)c4)CC3)oc2c1,-3.0
O=C(NCCCN1CCCC1=O)c1cc(=O)[nH]c2ccccc12,-9.3
O=C(c1cc(=O)c2cc(Cl)ccc2o1)N1CCN(C(=O)C2CC2)CC1,-8.5
CCCC(=O)Nc1ccc(CNCc2ccc(C)cc2C)cc1,8.3
CN1C(=O)Cc2cc(-c3csc(-c4cccc(F)c4)n3)ccc21,2.2
CCCN1CCC(N(C)C(=O)Nc2ccc(F)cc2)CC1,-4.8
Cc1ccc(-n2c(C)nnc2SCC(=O)Nc2c(C#N)c(C)c(C)n2Cc2ccccc2)cc1,3.3
CC(CNC(=O)Cn1nc(C(N)=O)c2ccccc2c1=O)(c1ccccc1)c1ccccc1,7.4
Cc1ccc(NC(=O)C(C)Sc2ccc(C)cc2C)cc1 (configuration not stated),0.6
CCc1c(C)nc2c(Cl)cccc2c1Cl,-0.7
Cc1ccccc1C1C2=C(COC2=O)Nc2c1c(=O)n(C)c(=O)n2C (configuration not stated),9.0
COc1cccc2c1OC1(CCN(C(C)=O)CC1)N1N=C(c3ccccc3OC(F)F)CC21 (configuration not stated),1.0
O=C(c1cc(-c2cccs2)nc2ccccc12)N1CCC1,3.4
CC(C)N(CC(O)COCc1ccccc1Cl)CC(O)COc1cccc2ccccc12 (configuration not stated),7.8
Cc1cc(C)n2nc(SCC(=O)c3cc(C)n(C(C)C)c3C)nc2n1,4.1
Cc1ccc(N2CC(c3nnc(NC(=O)c4ccc(NC(=O)C(C)C)cc4)s3)CC2=O)cc1Cl (configuration not stated),-2.2
Cc1ccc(-c2cnc(CCC(=O)Nc3nccs3)o2)cc1C,3.5
Cc1ccc(C)c(-c2nc3ccc(C)cc3c(C(=O)O)c2C)c1,2.2
CN(CC(O)COCC(Cl)CCl)S(=O)(=O)O (configuration not stated),1.2
Cc1[nH]cnc1C(=O)O,25.8
COc1cccc(/C=C/c2nc(C#N)c(N3CCN(C(=O)c4ccco4)CC3)o2)c1,7.9
COc1ccc2nc3sc(C(=O)O)cc3cc2c1,48.0
Cc1ccc(C)c(-c2cc(C(=O)O)c3cc(C)ccc3n2)c1,4.8
OC(COc1ccc(Oc2ccccc2)cc1)CN1CCN(c2ncccn2)CC1 (configuration not stated),-0.2
O=C(c1cn(CCOc2ccc(F)cc2)c2ccccc12)C1CC1,-10.1
CCOC(=O)c1c(CN2CCC(C(=O)NCC(F)(F)F)CC2)nc2ccccc2c1C,-5.3
Cc1cc2c(s1)c1cnn(Cc3c(F)cccc3Cl)c(=O)c1n2C,-14.3
CCCn1c(=O)[nH]c(=O)c2c3c(cnc21)C(=O)CC(c1ccccc1)C3 (configuration not stated),2.1

# (cont.)
molecule,LDHA block
Cc1cccc(C)c1NC(=O)Cn1nc(-c2cccs2)ccc1=O,0.1
O=C(COc1ccc(Cl)cc1Cl)NC1CCS(=O)(=O)C1 (configuration not stated),-2.5
CNC(=O)c1ccc(CN2C(=O)C(C)=C(c3ccc(C)c(C)c3)S2(=O)=O)cc1,4.9
Cn1cc(C(=O)NC2CCN(Cc3nnc(C(C)(C)C)o3)CC2)cn1,9.0
Cc1ccc(C2NC(=S)NC3=C2CCc2ccccc23)cc1 (configuration not stated),-12.4
COC(=O)C(=O)C1=C(C)OC(N)=C(C#N)C1c1ccccc1 (configuration not stated),11.4
O=C(c1cncn1-c1ccc(F)cc1)N1CCCN(S(=O)(=O)c2ccc(F)cc2)CC1,-3.1
COC(=O)CN(Cc1ccccc1)Cc1ccco1,6.4
CCN(CC)C(=S)SC(C)C(=O)Nc1cccc(C#N)c1 (configuration not stated),0.2
Fc1ccc(CN(Cc2cccs2)C2CC2)cc1,0.4
O=C(Nc1ccc(OCc2ccccc2)cc1)C(Sc1ccccc1)c1ccccc1 (configuration not stated),-4.2
Cc1ccc(C(=O)NCCSc2c(C)[nH]c3ccccc23)cc1,-1.2
O=C(Nc1ccccc1)C1CCN(c2ncc(-c3ccc4c(c3)OCCCO4)s2)CC1,-7.8
C=CCc1cc(/C=C2/NC(=O)NC2=O)cc(OCC)c1OCc1ccc(C(=O)O)cc1,-10.3
Cc1ccc2nc(NC(=O)Cn3c(=O)oc4ccccc43)sc2c1,13.3
Cc1ccc(NC(=O)C2CC(=O)NC(Nc3nc(C)c4ccccc4n3)=N2)cc1Cl (configuration not stated),-0.8
O=C(Nc1ccc(-c2nc3ccccc3o2)c(O)c1)c1ccccc1I,0.1
CC(=O)c1c(C)nc(C2CC2)nc1SCC(=O)NC(C)C(C)C (configuration not stated),5.0
CC(C)(C)c1[nH]c2ccc(-c3ccccc3)cc2c1C=O,-1.0
N#Cc1nc(COc2ccc3c(c2)OCO3)oc1NC1CC1,34.5
COc1ccc(C(=O)Nc2cc3c(cc2C#N)OCO3)cc1S(=O)(=O)N1CCCCC1,-6.0
O=C(Nc1ccc2oc(=O)ccc2c1)c1cccc2c(Cl)cccc12,5.3
Cc1[nH]c2ccccc2c1C(=O)C(C)Sc1ccc2c(c1)OCCCO2 (configuration not stated),7.4
NC(=O)C1(NC(=O)c2ccc(I)cc2)CCCCC1,-0.5
CC(Sc1nc2ccccc2n1C)C(=O)NCc1ccc(Cl)cc1 (configuration not stated),-14.7
Cc1ccc(-c2nn(CCC(=O)NCc3ccccc3)c(=O)c3ccccc23)cc1,4.1
COc1cc(Br)cc2cc(-c3nc(-c4ccc(C(F)(F)F)cc4)no3)c(=O)oc12,-3.2
O=c1oc2ccccc2c(NC2CCCC2)c1NS(=O)(=O)c1cccc(F)c1,-11.0
COCCNC(=O)CN(C)C(=O)c1cc(-c2ccc(Cl)cc2)nc2ccccc12,3.7
O=C(COc1ccc2nc3n(c(=O)c2c1)CCC3)NC1CCCC1,-7.6

# Some of the entries so far, with each value named:
O=C(COc1ccc(Cl)cc1Cl)NC1CCS(=O)(=O)C1 (configuration not stated)
  LDHA block: -2.5

CNC(=O)c1ccc(CN2C(=O)C(C)=C(c3ccc(C)c(C)c3)S2(=O)=O)cc1
  LDHA block: 4.9

Cn1cc(C(=O)NC2CCN(Cc3nnc(C(C)(C)C)o3)CC2)cn1
  LDHA block: 9.0

Cc1ccc(C2NC(=S)NC3=C2CCc2ccccc23)cc1 (configuration not stated)
  LDHA block: -12.4

# More entries follow:
molecule,LDHA block
O=C(NCC(c1ccco1)N1CCCC1)c1cc2ccccc2oc1=O (configuration not stated),-4.7
C#Cc1cccc(NC(=O)C(C)OCC)c1 (configuration not stated),8.0
COC(=O)c1ccc(COc2ccccc2/C=N/O)cc1,2.5
Cc1ccc(S(=O)Cc2nc(-c3ccc(C(=O)NCCN4CCCCC4)cc3)oc2C)cc1 (configuration not stated),-1.9
COc1ccccc1NS(=O)(=O)c1cc(NC(=O)c2n[nH]c3ccccc23)ccc1Cl,7.0
CCOc1ccc(N/C=C/C(=O)c2ccc(C)c(C)c2)cc1,0.8
